# TRb-SRC2 inh – TRbeta-SRC2 interaction inhibition. P10828. TRbeta-SRC2 peptide binding, fluorescence polarization; receptor liganded with 1 µM T3. Potency, µM (titrated, usually from 106 µM), for inactives: at the highest dose activity change, negative = inhibition, actives largely listed as inhibitors. actives 0.065% (n = 280,000). AID 1469;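 note: plate controls were bound peptide for no effect and peptide without receptor for full effect; nearly all actives have a fitted effect of over 50% in size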
#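 Human TRb LBD (0.6 uM) plus Texas Red-labeled SRC2 peptide (20 nM), 1uM T3, 5% DMSO, 5 hr at ambient temperature. Decreased polarization (555/632 nm) flags inhibition; data normalized to free and bound peptide controls.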
# Tau ThT inhib – inhibitors of human tau fibril formation, thioflavin T binding; P10636; recombinant tau K18 P301L, heparin-induced fibrillization, ThT fluorescence; Potency, µM (doses to about 57.4 µM), for inactives: top-dose activity, negative = inhibition, actives largely listed as inhibitors; AID 1460; actives 2.1% (n = 270,000); note: % is set by controls: 0 for no effect and ±100 for the full control effect; nearly all actives have a fitted effect of over 55% in size
#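 In this qHTS, human K18 P301L tau is incubated with compound and heparin for 6 hr at 37 C, and Thioflavin T fluorescence then reports fibril load.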
# Tau fluor cs – counter-screen for tau fibril formation inhibitors. tau K18 P301L (four-repeat tau fragment) Alexa594 fluorescence, heparin fibrillization. Potency, µM (series often up to 57.7 µM), without a hit: at the highest dose activity change, negative = decrease. actives 0.93% (n = 280,000). AID 1463; note: % is set by controls: 0 for no effect and ±100 for the full control effect; nearly all actives have a fitted effect of over 55% in size
#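 Human K18 P301L tau (15 uM unlabeled plus 0.24 uM Alexa 594-labeled, final) in 100 mM sodium acetate pH 7 was mixed with compound and 20 uM heparin and incubated 6 hr at 37 C.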
# TR SRC2 fluor cs – alters Texas Red total fluorescence, flagging assay interference; TRb/SRC2 Texas Red total fluorescence interference; Potency, µM (highest dose often 106 µM), without a hit: at the top dose fluorescence change, negative = quenching; actives 0.29% (n = 280,000); AID 1479; active = well fitted curve in either direction with a large enough effect; inconclusive = small, poorly fitted or top-dose-only effect; note: % is set by controls: 0 for no effect and ±100 for the full control effect
#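 Human TRβ ligand-binding domain (0.6 uM) and Texas Red SRC2 peptide (20 nM) in Tris buffer with 1 uM T3 and 5% DMSO were incubated with pinned compound for 5 hr at ambient temperature. Total fluorescence was computed as S + 2P (555/632 nm).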
# L3MBTL1 block – blocks human L3MBTL1 | actives 0.66% (n = 230,000) | Potency, µM (series often up to 57.1 µM), inactives show at the highest dose activity, negative = inhibition, usual class: inhibitors | AlphaScreen L3MBTL1–H3K9me1 peptide binding; note: % is set by controls: 0 for no effect and ±100 for the full control effect; nearly all actives have a fitted effect of over 60% in size
# Target sequence (Q9Y468 whole entry, looked up): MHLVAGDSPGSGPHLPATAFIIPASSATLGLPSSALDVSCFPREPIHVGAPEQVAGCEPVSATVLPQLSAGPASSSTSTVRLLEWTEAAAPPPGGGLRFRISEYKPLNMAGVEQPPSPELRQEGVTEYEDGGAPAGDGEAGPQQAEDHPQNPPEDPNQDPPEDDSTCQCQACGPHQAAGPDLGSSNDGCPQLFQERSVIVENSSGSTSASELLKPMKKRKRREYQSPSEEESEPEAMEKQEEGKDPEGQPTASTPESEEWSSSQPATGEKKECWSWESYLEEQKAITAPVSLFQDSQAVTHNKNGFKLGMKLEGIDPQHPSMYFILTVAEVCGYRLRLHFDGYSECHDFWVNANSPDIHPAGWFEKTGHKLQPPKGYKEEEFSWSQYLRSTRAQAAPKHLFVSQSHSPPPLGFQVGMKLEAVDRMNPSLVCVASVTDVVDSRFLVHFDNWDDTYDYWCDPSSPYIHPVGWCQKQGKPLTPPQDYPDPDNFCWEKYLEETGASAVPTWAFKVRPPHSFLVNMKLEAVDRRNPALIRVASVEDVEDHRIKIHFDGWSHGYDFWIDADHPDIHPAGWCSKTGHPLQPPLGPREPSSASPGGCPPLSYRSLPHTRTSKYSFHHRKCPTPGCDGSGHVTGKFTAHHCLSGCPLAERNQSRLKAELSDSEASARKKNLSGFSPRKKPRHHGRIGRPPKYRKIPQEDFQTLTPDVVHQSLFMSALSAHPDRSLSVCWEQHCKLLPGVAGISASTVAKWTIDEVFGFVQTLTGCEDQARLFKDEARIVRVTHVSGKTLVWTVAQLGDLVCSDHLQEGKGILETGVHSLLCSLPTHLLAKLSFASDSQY
#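 First, the protein-peptide complex forms for 30 min at room temperature (L3MBTL1 50 nM, biotinylated H3K9me1 peptide 75 nM). Next, compounds are pin-transferred and incubated 30 min. Finally, AlphaScreen beads are added and read after 30 min.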
# Tau fibril FP – tau fibrillization inhibition (FP); Potency, µM (highest dose often 57.7 µM), inactives show at the top dose activity, negative = inhibition, hits mostly inhibitors; actives 0.39% (n = 280,000); K18 P301L tau heparin fibrillization, Alexa594 FP, 6 h; AID 1468; note: % is set by controls: 0 for no effect and ±100 for the full control effect; nearly all actives have a fitted effect of over 55% in size
#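 Recombinant K18 P301L […], labeled with Alexa 594 at 0.24 uM over 15 uM unlabeled; heparin inducer 20 uM final; 37 C, 6 hr; FP endpoint.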
# RECQ1 inh – blocks DNA unwinding by human RECQ1. actives 0.54% (n = 240,000). RECQ1 DNA unwinding, red fluorescence kinetic read. P46063. Potency, µM (highest dose often 57.3 µM), without a hit: top-dose activity, negative = inhibition, hits mostly inhibitors;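 note: plate controls were vehicle for no effect and no enzyme for full effect; nearly all actives have a fitted effect of over 30% in size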
#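 RECQ1T1 50 nM; forked duplex (20 bp + 30-nt ss tails) 200 nM, ATP 2 mM final; pH 8.0, 2 mM MgCl2, 2.5 ug/ml poly(dI-dC); 15 min compound preincubation; discontinuous kinetic read over 2 h at RT.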
# HTT ATP protect – Huntington cell model cytoprotection by ATP luminescence. AID 1471. PC12 HTT-Q103 induced, cytoprotection, ATP luminescence, 40 h. Potency, µM (highest dose often 56.4 µM), for the others: cytoprotection (ATP increase), most hits filed as activators. actives 0.14% (n = 230,000);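 note: % of control where 0% means no effect; nearly all actives have a fitted effect of over 45% in size; toxic huntingtin expression switched on by the ecdysone agonist tebufenozide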
#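 Rat PC12, Q103 Htt exon1-GFP fusion, ecdysone promoter; tebufenozide inducer 100 nM final; compound titration; qHTS, 1500 cells/well; ATPlite luminescent read.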
# An asterisk follows results filed as active; i = inactive; ? = inconclusive; . = no result given; & = joins results of further samples; [ ] = remark or other dose. Unless noted, calls come from the whole dose curve; as a rule, active = well fitted curve in the direction sought with a large enough effect; inconclusive = small, poorly fitted or top-dose-only effect, or another doubt; inactive = no such curve, though single readings can be large; an effect the other way counts as inactive or inconclusive. Potency is the fitted concentration of half-maximal effect.
# Screens by letter: A = TRb-SRC2 inh; B = Tau ThT inhib; C = Tau fluor cs; D = TR SRC2 fluor cs; E = L3MBTL1 block; F = Tau fibril FP; G = RECQ1 inh; H = HTT ATP protect
Cc1ccc(CCNC(=O)Cn2c(-c3cccs3)cc3cc(F)ccc32)cc1
  A = 5.1% | B = -0.5% | C = -19.1% | D = -1.7% | E = . | F = -1.8% | G = . | H = .

Cc1ccc(Nc2nc(Oc3ccc(=O)[nH]n3)nc(N(C)C)n2)cc1
  A = -13.0% | B = -2.3% | C = 0.4% | D = 0.4% | E = . | F = 3.1% | G = 14.0% | H = -32.9%

FC(F)Oc1ccc(/C=N/c2c(-c3ccc(OC(F)F)cc3)nc3n2CCS3)cc1
  A = -4.5% | B = ? | C = -2.5% | D = -2.4% | E = -1.5% | F = 3.8% | G = 12.6% | H = 1.7%[10 µM]

O=c1cnc2cc([N+](=O)[O-])ccc2[nH]1
  A = -8.8% | B = -15.3% | C = -15.2% | D = -7.7% | E = 0.4% | F = 2.4% | G = -3.0% | H = -2.0%[10 µM]

CCc1cccc(NC(=S)N(CCN(C)C)C(C)c2ccncc2)c1 (configuration not stated)
  A = 8.1% | B = 7.3% | C = 9.6% | D = 1.6% | E = . | F = 4.0% | G = i | H = 11.6%[10 µM]

CCOC(=O)c1ccc(N2C(=O)CC(Nc3ccc(O)cc3)C2=O)cc1 (configuration not stated)
  A = 1.7% | B = . | C = -19.5% | D = 2.3% | E = . | F = -5.9% | G = -9.3% | H = 9.5%[10 µM]

CS(=O)(=O)Nc1cccc(C(=O)CC2(O)C(=O)Nc3ccc(Br)cc32)c1 (configuration not stated)
  A = -1.5%&-8.5% | B = -18.4%&-13.4% | C = -12.2%&-7.5% | D = 1.1%&-0.7% | E = -5.3% | F = -3.0%&-3.7% | G = -0.2%&-5.0% | H = -19.2%

CCOC(=O)N/N=C1/C[C@@H](O)[C@@H](O)[C@@H]2[C@@H]3C(=O)N(CC)C(=O)[C@H]3CC[C@H]12
  A = -0.2%[11.2 µM] | B = -14.3%[11.5 µM] | C = -22.6%[11.6 µM] | D = 1.6%[11.2 µM] | E = . | F = ? | G = -4.1%[11.5 µM] | H = -20.3%[10 µM]

COc1ccc(-c2cc(C(F)(F)F)n3nc(-c4ccc(Cl)cc4)cc3n2)cc1OC
  A = 4.7% | B = -19.7% | C = -9.1% | D = 6.4% | E = . | F = 3.9% | G = . | H = .

CCCN1C2CCCC1CC(NC(=S)Nc1cc(C)cc(C)c1)C2 (configuration not stated)
  A = 0.4% | B = -5.3% | C = -10.1% | D = 0.9% | E = -1.4% | F = 0.9% | G = i | H = -3.8%[10 µM]

CC1CCCCN1C(=O)Cn1cc(C(=O)c2ccco2)c2ccccc21 (configuration not stated)
  A = 7.0% | B = 16.5% | C = 11.8% | D = -1.6% | E = . | F = 5.0% | G = -0.6% | H = 23.6%

O=C(COC(=O)C1CC(O)CN1C(=O)Oc1ccccc1)c1ccc(Br)cc1 (configuration not stated)
  A = 5.9% | B = -2.9% | C = 2.5% | D = -0.5% | E = 1.0% | F = -0.8% | G = i | H = 12.8%[10 µM]

CCN(C(=O)c1ccc(Cl)c([N+](=O)[O-])c1)c1ccccc1
  A = 3.5% | B = -3.9% | C = -2.5% | D = 1.3% | E = -12.4% | F = -0.1% | G = 10.9% | H = -7.9%[10 µM]

CC12CCC(C(=O)N(CC(O)CN3CCCCC3)C1=O)C2(C)C (configuration not stated)
  A = 3.1% | B = 4.6% | C = 3.8% | D = 0.9% | E = -1.3% | F = -2.0% | G = 0.8% | H = 13.4%[10 µM]

Cc1ccc2nc(NC(=O)c3ccc(S(=O)(=O)N4CCCc5ccccc54)cc3)sc2c1
  A = 0.1%&-1.1% | B = ? | C = -20.3%&-10.6% | D = -0.9%&0.9% | E = 4.1% | F = ? | G = 5.4% | H = 8.1%[10 µM]

CSc1nnc2c(n1)OC(c1ccsc1)N(C(C)=O)c1ccccc1-2 (configuration not stated)
  A = -14.8% | B = -9.8% | C = -6.6% | D = -3.2% | E = 0.8% | F = -3.0% | G = -7.4% | H = 5.6%[10 µM]

COC(=O)c1ccc(-n2nc(C(F)(F)F)c3c2-c2ccoc2CC3)cc1
  A = -2.9% | B = ? | C = -22.5% | D = -5.0% | E = 1.2% | F = ? | G = -4.6% | H = 14.6%[10 µM]

CCCCOC(=O)c1ccc(NC(=S)NC(=O)c2c(Cl)cnn2C)cc1
  A = -15.5% | B = ? | C = -22.9% | D = -1.1% | E = 1.7% | F = -8.1% | G = -1.0% | H = -11.5%

O=C(Cc1ccc(O)cc1)NCCNC(=S)NCc1ccccc1
  A = 0.7% | B = -12.6% | C = -12.0% | D = -1.7% | E = -1.8% | F = 7.0% | G = -5.4% | H = 19.1%[10 µM]

COc1cc(/C=N/NC(=O)c2ccccn2)cc2c1OCO2
  A = -8.4% | B = 13.7% | C = 5.1% | D = 10.7% | E = 4.4% | F = 8.7% | G = -0.2% | H = -8.2%[1.9 µM]

COC(=O)c1nnc(C(=O)NCc2ccccc2)c2[nH]c3ccccc3c12
  A = 8.8% | B = -3.1% | C = -11.7% | D = -2.8% | E = . | F = ? | G = -5.7% | H = ?

O=C(COc1cccc(Br)c1)N/N=C1\CCCc2ccccc21
  A = -1.8% | B = ? | C = -9.3% | D = 3.1% | E = -3.8% | F = -3.1% | G = 1.1% | H = -9.5%

NNC(=O)c1cncc(Br)c1
  A = -2.9% | B = -5.5% | C = -1.0% | D = -1.9% | E = 9.6% | F = 1.5% | G = -3.9% | H = -2.8%[10 µM]

O=C(Cn1nc2ccccc2n1)N/N=C/c1cc([N+](=O)[O-])ccc1O
  A = -6.5% | B = ? | C = -18.4% | D = -0.7% | E = 7.94µM* | F = 4.9% | G = 3.3% | H = .

COc1ccc(C(C(=O)Nc2ccc3c(c2)OCO3)N(C)C(=O)Cc2c[nH]c3ccccc23)cc1 (configuration not stated)
  A = 1.5% | B = -16.3% | C = ? | D = 0.1% | E = -9.9% | F = ? | G = -13.8% | H = 2.0%[10 µM]

# Structures shown so far that have four or more nitrogen atoms, in the order listed:
# Screens by letter: A = TRb-SRC2 inh; B = Tau ThT inhib; C = Tau fluor cs; D = TR SRC2 fluor cs; E = L3MBTL1 block; F = Tau fibril FP; G = RECQ1 inh; H = HTT ATP protect
Cc1ccc(Nc2nc(Oc3ccc(=O)[nH]n3)nc(N(C)C)n2)cc1
  A = -13.0% | B = -2.3% | C = 0.4% | D = 0.4% | E = . | F = 3.1% | G = 14.0% | H = -32.9%

CCc1cccc(NC(=S)N(CCN(C)C)C(C)c2ccncc2)c1 (configuration not stated)
  A = 8.1% | B = 7.3% | C = 9.6% | D = 1.6% | E = . | F = 4.0% | G = i | H = 11.6%[10 µM]

CSc1nnc2c(n1)OC(c1ccsc1)N(C(C)=O)c1ccccc1-2 (configuration not stated)
  A = -14.8% | B = -9.8% | C = -6.6% | D = -3.2% | E = 0.8% | F = -3.0% | G = -7.4% | H = 5.6%[10 µM]

CCCCOC(=O)c1ccc(NC(=S)NC(=O)c2c(Cl)cnn2C)cc1
  A = -15.5% | B = ? | C = -22.9% | D = -1.1% | E = 1.7% | F = -8.1% | G = -1.0% | H = -11.5%

COC(=O)c1nnc(C(=O)NCc2ccccc2)c2[nH]c3ccccc3c12
  A = 8.8% | B = -3.1% | C = -11.7% | D = -2.8% | E = . | F = ? | G = -5.7% | H = ?

O=C(Cn1nc2ccccc2n1)N/N=C/c1cc([N+](=O)[O-])ccc1O
  A = -6.5% | B = ? | C = -18.4% | D = -0.7% | E = 7.94µM* | F = 4.9% | G = 3.3% | H = .

# Source: PubChem (National Center for Advancing Translational Sciences (NCATS))

# Some of the compounds tested (hit frequency here may not be typical).
